Lipid droplet = hepatic lipid droplet formation modulation. 240,000 compounds, 0.4% hits. AML12 mouse hepatocytes, oleate lipid droplets, BODIPY imaging. inhibition, % at 6.5 µM. AID 1656;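 active = lipid droplet intensity inhibited by at least 50%, with more than 500 cells counted; inconclusive = wells with under 300 cells, treated as cytotoxic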
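Assay system: AML12 hepatocytes (mouse) / Also added: 100 µM oleic acid challenge / Times: overnight treatment with compound plus oleate / Detection: high-content imaging of BODIPY-stained droplets and DAPI nuclei / Evaluation: % inhibition of lipid droplet signal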
HEK293 NOD2/NF-kB = inhibition of NOD2-driven NF-kB reporter – cell-based, luminescence, uHTS, HEK293 (AID 1566); HEK293 NOD2/NF-kB luciferase reporter, luminescence; higher % means a stronger effect; one-dose inhibition, % at 4 µM; EC50 in µM for titrated hits; 290,000 compounds, 0.63% hits; in the data active = inhibition above about 50%; also: many of its hits are not listed in these tables
Lipid droplet cells 6.5 µM = also measured in Lipid droplet; calls as there; cell count; measured here: cell count, cytotoxicity flag;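 cells counted across two imaged fields per well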
Numbers without * were called inactive; ? = inconclusive; · = no result given.

no. | Molecule | Lipid droplet | Lipid droplet cells 6.5 µM | HEK293 NOD2/NF-kB
1 | O=C(c1ccc(-c2cccc(C(F)(F)F)c2)o1)N1CCN(c2ccccc2O)CC1 | -15.6 | 711 | 24.2%
2 | Nc1ccc(C(=O)N2N=C(c3ccc(F)cc3)CC2(O)C(F)(F)F)cc1 (configuration not stated) | 15.2 | 815 | -5.5%
3 | COc1ccc(S(=O)(=O)NCC2CCCN(C(=O)CSC)C2)cc1 (configuration not stated) | -34.8 | 812 | 7.3%
4 | CN1C(=O)C(C)(C)c2cc(S(=O)(=O)N3CCC(C(=O)NCc4ccc(Cl)cc4)CC3)ccc21 | -26.9 | 754 | 2.9%
5 | CCOC(=O)c1cc(=O)c2ccc(OCc3ccccc3)cc2o1 | -4.9 | 802 | -8.5%
6 | COc1ccc(/C=C/c2n[nH]c(=O)c(C#N)c2C)cc1 | -83.9 | 796 | -40.5%
7 | C=CCn1c(SCC(=O)N2CCCC2)nc2c([nH]c3ccccc32)c1=O | 13.3 | 832 | 3.5%
8 | CN(C)c1cc[n+](CC(=O)Nc2ccc(Cl)cc2)cc1 | -2.6 | 791 | 14.3%
9 | CCCc1cc2nnc(SCC(=O)N(C)C3CCCCC3)n2c(N)n1 | -1.4 | 742 | 6.2%
10 | CN(Cc1ccccc1)C(=O)c1ccc(COc2ccccc2)cc1 | 2.6 | 826 | 3.8%
11 | COc1ccc(OC)c(NC(=O)NCCN2CCN(c3ccccc3)CC2)c1 | -20.6 | 808 | 4.3%
12 | CCOC(=O)CCCNC(=O)CN1CCC(c2nc3ccccc3s2)CC1 | 3.2 | 842 | 6.4%
13 | C=CCc1cccc(CNc2cnc3ccccc3c2)c1O | 5.3 | 796 | 42.4%
14 | COc1cc(C2/C(=C(\O)c3ccc4c(c3)OCCO4)C(=O)C(=O)N2Cc2ccco2)cc(OC)c1OC (configuration not stated) | -2.5 | 670 | 1.0%
15 | COc1cc(C(CC(=O)Nc2cc(C)ccn2)N2Cc3ccccc3C2=O)cc(OC)c1OC (configuration not stated) | -2.4 | 832 | 1.3%
16 | CCN1C(=O)[C@H]2[C@@H](c3ccc(C)cc3)N3C(=O)N(c4ccc(C(F)(F)F)cc4)C(=O)[C@@]3(CC(C)C)[C@H]2C1=O | -13.0 | 811 | 7.5%
17 | Cc1cccc(NC(=O)CN(C2=NC3CS(=O)(=O)CC3S2)c2ccccc2F)c1 (configuration not stated) | -1.0 | 738 | -0.1%
18 | CC(NC(=O)c1ccc(NC2=NC3CS(=O)(=O)CC3S2)cc1)c1ccccc1 (configuration not stated) | -1.2 | 815 | -0.6%
19 | COC(=O)Cc1ccc(NC(=S)N2CCC(Cc3ccccc3)CC2)cc1 | 0.4 | 796 | 8.1%
20 | O=C(c1cc(-c2cccc(O)c2)on1)N1CCCC1 | 1.8 | 752 | -54.9%
21 | Cc1cc(Cl)nc(Cl)c1C(=O)NCc1ccc(Cl)cc1 | -11.4 | 857 | 6.5%
22 | Cc1cc(C(=O)N/N=C/c2cccc3ccccc23)c(C)o1 | -2.0 | 773 | -12.8%
23 | N#Cc1cc([N+](=O)[O-])ccc1NCC1CCCO1 (configuration not stated) | -5.7 | 733 | 8.1%
24 | Cc1ccc(CN(C(=O)c2csnn2)C(C(=O)NC2CCCC2)c2ccco2)cc1 (configuration not stated) | -5.9 | 775 | -7.0%
25 | Cc1ccc2c(CN3CC(C)CC(C)C3)cc(=O)oc2c1C (configuration not stated) | 11.2 | 845 | 19.4%
26 | Cc1ccc(C(=O)OCC(=O)N2CCOCC2)cc1 | 5.2 | 820 | -14.7%
27 | Cc1ccc2oc(C(=O)NCC(c3ccco3)N3CCCC3)c(C)c2c1 (configuration not stated) | -29.9 | 731 | -9.9%
28 | CC(C)CC(NC(=O)C1CCC(=O)N1C(=O)OCc1ccccc1)C(=O)NC(Cc1ccccc1)C(N)=O (configuration not stated) | -8.9 | 841 | 7.0%
29 | O=C(Nc1ccc(S(=O)(=O)Nc2ccccn2)cc1)c1cccc(Cl)c1 | 2.5 | 793 | 11.9%
30 | COC(=O)c1cc(S(=O)(=O)N2CCCCC2C)c[nH]1 (configuration not stated) | 6.4 | 727 | 9.1%

Other compounds follow.
no. | Molecule | Lipid droplet | Lipid droplet cells 6.5 µM | HEK293 NOD2/NF-kB
31 | CC(C)Oc1ccc(OCCSc2nc3ccccc3n2CC(=O)O)cc1 | 2.2 | 778 | -3.0%
32 | CNC(=O)c1cc(S(=O)(=O)N2CC(C)OC(C)C2)ccc1N1CCCCC1 (configuration not stated) | -5.7 | 811 | -0.4%
33 | CC(C)C[C@@H](CO)N1CCN(Cc2ccccc2)CCC1=O | -25.6 | 760 | 7.5%
34 | COC(=O)[C@@H](NCc1cccc(CN[C@H](C(=O)OC)C(C)C)c1)C(C)C | -28.0 | 793 | -13.0%
35 | CCn1c(SCC(=O)NC2CC2)nnc1-c1cccc(OC)c1 | 5.3 | 838 | -0.9%
36 | Cc1cc(-c2ccc(C)c(S(=O)(=O)NCCCN3CCN(c4ccccc4)CC3)c2)on1 | -33.9 | 703 | 29.1%
37 | COc1ccccc1NC(=O)NNC(=O)c1ccc(-c2ccccc2)cc1 | -4.8 | 760 | 9.1%
38 | CCCN1C(=O)C2(OCCO2)c2cc(Cl)ccc21 | -3.1 | 779 | 7.9%
39 | CSCCC(NC(=O)c1ccccc1Br)C(=O)N1CCCC(C(F)(F)F)C1 (configuration not stated) | -50.5 | 722 | 12.2%
40 | N/C(=N\OC(=O)CCCc1ccccc1)c1ccccc1Cl | 6.4 | 702 | 1.5%
41 | O=C1NN(c2cccc(Br)c2)C(=O)/C1=C\c1ccc(N2CCOCC2)cc1 | 6.1 | 845 | -29.5%
42 | O=C(NCCc1cnc[nH]1)c1cccs1 | -6.9 | 838 | -9.1%
43 | O=C(Nc1ccccc1N1CCCC1)c1ccc2ccccc2c1 | -42.7 | 774 | -27.0%
44 | O=S(=O)(c1ccc(F)cc1)N1CCCN(Cc2c(F)cccc2F)CC1 | -23.7 | 841 | -3.1%
45 | O=C(Nc1ccc(-c2n[nH]c(=S)o2)cc1)c1ccccc1Cl | -7.0 | 762 | -29.3%
46 | O=C(c1cc(=O)c2cc(Cl)ccc2o1)N1CCN(Cc2ccccc2)CC1 | -10.0 | 819 | 13.7%
47 | CCCN(CCC)Cc1c(C(=O)N/N=C/c2c[nH]c3ccccc23)nnn1-c1nonc1N | -3.1 | 832 | -0.2%
48 | COc1ccc(NC(=O)C(=O)c2cn(CC(=O)N3CCCC3)c3ccccc23)cc1 | ? | · | 7.2%
49 | COc1ccc(CN(C)C(=O)c2cc(S(=O)(=O)Nc3ccccc3F)ccc2C)c(OC)c1 | -4.3 | 797 | -5.7%
50 | CC1c2cc3c(cc2CCN1S(=O)(=O)c1ccccc1)OCCCO3 (configuration not stated) | 3.0 | 746 | 7.8%
51 | CN(C)c1ccc(-c2c(-c3ccc4c(c3)OCO4)noc2-c2ccsc2)cn1 | 4.3 | 796 | 7.1%
52 | COc1ccc(OCC(=O)Nc2ccc(NC(=O)c3cccs3)cc2)cc1 | -12.4 | 761 | 6.6%
53 | Cc1cccnc1NC(=O)c1ccc(COc2ccccc2)o1 | -4.1 | 802 | -0.8%
54 | COc1ccc(OCC(=O)Nc2ccc3c(c2)nc(CCNC(C)=O)n3C)cc1 | -22.6 | 856 | 17.7%
55 | CCOc1ccc(OCC)c(NC(=O)C2CCN(c3cnccn3)CC2)c1 | 24.1 | 678 | 6.2%
56 | O=C(c1ccc(-c2ccccc2)cc1)N1CCN(c2ccccc2F)CC1 | -0.3 | 812 | -2.8%
57 | Cc1ccc(OCC(=O)Nc2c(C)ccc3nsnc23)cc1 | 9.7 | 739 | 18.7%
58 | CCOc1ccccc1NC(=O)Cn1c(=O)c(OCC)nc2cnccc21 | -1.0 | 688 | -1.0%
59 | Cc1cccc(C(=O)OCC(=O)Nc2ccc(F)cc2)c1 | -11.2 | 775 | 6.1%
60 | Cc1ccc(NS(=O)(=O)c2ccc3[nH]c(=O)[nH]c3c2)cc1 | 10.8 | 729 | -4.9%

A second format for 14 compounds above.
Every second line gives: Lipid droplet	Lipid droplet cells 6.5 µM	HEK293 NOD2/NF-kB
1: O=C(c1ccc(-c2cccc(C(F)(F)F)c2)o1)N1CCN(c2ccccc2O)CC1
    -15.6	711	24.2%
2: Nc1ccc(C(=O)N2N=C(c3ccc(F)cc3)CC2(O)C(F)(F)F)cc1 (configuration not stated)
    15.2	815	-5.5%
3: COc1ccc(S(=O)(=O)NCC2CCCN(C(=O)CSC)C2)cc1 (configuration not stated)
    -34.8	812	7.3%
4: CN1C(=O)C(C)(C)c2cc(S(=O)(=O)N3CCC(C(=O)NCc4ccc(Cl)cc4)CC3)ccc21
    -26.9	754	2.9%
5: CCOC(=O)c1cc(=O)c2ccc(OCc3ccccc3)cc2o1
    -4.9	802	-8.5%
6: COc1ccc(/C=C/c2n[nH]c(=O)c(C#N)c2C)cc1
    -83.9	796	-40.5%
7: C=CCn1c(SCC(=O)N2CCCC2)nc2c([nH]c3ccccc32)c1=O
    13.3	832	3.5%
8: CN(C)c1cc[n+](CC(=O)Nc2ccc(Cl)cc2)cc1
    -2.6	791	14.3%
9: CCCc1cc2nnc(SCC(=O)N(C)C3CCCCC3)n2c(N)n1
    -1.4	742	6.2%
10: CN(Cc1ccccc1)C(=O)c1ccc(COc2ccccc2)cc1
    2.6	826	3.8%
11: COc1ccc(OC)c(NC(=O)NCCN2CCN(c3ccccc3)CC2)c1
    -20.6	808	4.3%
12: CCOC(=O)CCCNC(=O)CN1CCC(c2nc3ccccc3s2)CC1
    3.2	842	6.4%
13: C=CCc1cccc(CNc2cnc3ccccc3c2)c1O
    5.3	796	42.4%
14: COc1cc(C2/C(=C(\O)c3ccc4c(c3)OCCO4)C(=O)C(=O)N2Cc2ccco2)cc(OC)c1OC (configuration not stated)
    -2.5	670	1.0%

The results go on.
no. | Molecule | Lipid droplet | Lipid droplet cells 6.5 µM | HEK293 NOD2/NF-kB
61 | Cc1ccc(NC(=O)CNCc2cccs2)cc1Br | 18.2 | 887 | -5.9%
62 | CC1=C(C(N)=O)C(c2ccc(Br)cc2)n2ncnc2N1 (configuration not stated) | -1.6 | 405 | -10.3%
63 | CCOc1ccccc1N(CC(=O)N1CCC(C)CC1)S(=O)(=O)c1ccc(C)cc1 | -18.3 | 702 | 6.3%
64 | O=C(c1cc2ccccc2[nH]1)N(Cc1cccnc1)CC1CCCN(C2CCCCC2)C1 (configuration not stated) | -4.7 | 650 | -12.4%
65 | COc1cc(C)ccc1OCCCCNCc1ccccc1 | -0.3 | 776 | -26.5%
66 | COc1ccc(NC(=O)CSc2ccc(-c3ccco3)nn2)c(OC)c1 | -2.5 | 717 | 48.8%
67 | COc1cc(OC)cc(C(=O)N2CCN(C(=O)c3cccs3)CC2)c1 | 0.7 | 877 | 17.2%
68 | CCOc1cccc(CN2CCCC(C(=O)Nc3cccc(-n4cccn4)c3)C2)c1 (configuration not stated) | 7.7 | 658 | 12.4%
69 | CCc1nn(C(CC)C(=O)NCC(C)c2ccccc2)c(=O)c2cc3occc3n12 (configuration not stated) | -25.7 | 638 | 18.6%
70 | CC(=O)NC(CC(=O)NCc1ccncc1)c1ccccc1 (configuration not stated) | -14.6 | 648 | -23.2%
71 | COc1ccc(OC2CCN(C(=O)Nc3ccc(C)cc3)CC2)cc1 | 4.1 | 769 | -15.9%
72 | Cc1ccc(S(=O)(=O)CCC(=O)OCC(=O)NCC(=O)Nc2cccc(C)c2C)cc1 | -3.7 | 842 | 11.5%
73 | CCN(C(=O)COC(=O)C1CCN(S(=O)(=O)c2c(Cl)cccc2Cl)CC1)C1CCCCC1 | 8.5 | 673 | -5.7%
74 | CCN1C(=O)N(c2ccc(C(C)=O)cc2)S(=O)(=O)c2ccccc21 | -19.6 | 803 | 0.7%
75 | N#C/C(=C\C=C\c1ccccc1[N+](=O)[O-])C(=O)NCc1ccccc1 | -44.8 | 793 | -65.7%
76 | COc1ccc(CNCCCC(=O)Nc2c(Cl)ccc(C)c2Cl)cc1OC | -6.1 | 761 | 3.1%
77 | COc1ccc(NC(=O)CN2CCN(S(=O)(=O)c3ccc(Br)cc3)CC2)c(OC)c1 | 17.6 | 724 | 15.9%
78 | COc1ccc(CCNS(=O)(=O)c2ccc([N+](=O)[O-])cc2)cc1OC | -2.7 | 843 | 1.6%
79 | Cc1ccc(OCC(=O)Nc2cc(C(C)(C)C)on2)cc1C | 1.9 | 640 | 8.7%
80 | Cc1cc(C)c(NC(=O)CN2C(=O)CC(C)S(=O)(=O)c3ccccc32)c(C)c1 (configuration not stated) | -2.6 | 676 | 18.6%
81 | O=C(Nc1ccc(Br)cc1)c1cccc(S(=O)(=O)Nc2ccccn2)c1 | 14.6 | 674 | 25.9%
82 | Cc1ccc(NC2CCCN(C(=O)C3CCCC3)C2)cc1C (configuration not stated) | -6.5 | 849 | 15.0%
83 | Cc1c(Cl)cccc1NC(=O)CCC(=O)N/N=C/c1ccco1 | -13.6 | 857 | 13.7%
84 | O=C(Nc1ccc(-c2ccccc2)cc1)c1ccccc1 | 12.6 | 785 | 3.7%
85 | COc1ccc(N(C(=O)c2cccnc2)S(=O)(=O)c2ccc(Cl)cc2)cc1 | -13.7 | 843 | 17.6%
86 | CCN(c1ccccc1)S(=O)(=O)c1cc2c(cc1C)n(C)c(=O)c(=O)n2C | -9.2 | 804 | 8.5%

Only Lipid droplet, for some of the entries so far:
item	structure	Lipid droplet
66	COc1ccc(NC(=O)CSc2ccc(-c3ccco3)nn2)c(OC)c1	-2.5
67	COc1cc(OC)cc(C(=O)N2CCN(C(=O)c3cccs3)CC2)c1	0.7

Screens (PubChem BioAssay)

This is a subset, so the mix of outcomes need not match the whole.
